12-LOX inh: Primary qHTS assay for inhibitors of human arachidonate 12S-lipoxygenase (ALOX12): Round 2; purified 12hLO, xylenol orange hydroperoxide absorbance; Potency, µM (top dose mostly 108 µM), for inactives: at the top dose activity change, negative = inhibition, usual class: inhibitors; actives 1.1% (n = 580,000); AID 1671190, 2021; note: potency is the fitted concentration of half-maximal effect; % is set by controls: 0 for no effect and ±100 for the full control effect
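Purified human 12hLO (150 nM final) in 25 mM Hepes, 0.01% Triton X-100, pH 7.0 was preincubated 15 min at room temperature with compound. Then 40 uM arachidonic acid was added, 30 min. Hydroperoxide was read by Fe-XO absorbance ratio 573/405 nm.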
POLK inh: qHTS for Inhibitors of Polymerase Kappa | purified Pol kappa, fluorescent DNA synthesis assay, 10 min | Potency, µM (titrated, usually from 107 µM), without a hit: top-dose activity, negative = inhibition, actives largely listed as inhibitors | actives 0.53% (n = 400,000); note: potency is the fitted concentration of half-maximal effect; % is set by controls: 0 for no effect and ±100 for the full control effect
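Activity was followed as the change in fluorescence between reads at 0 and 10 min after starting the reaction with 50 nM substrate. Beforehand, 10 nM polymerase had been preincubated with compound for 15 min at room temperature.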
Apoferritin bind: qHTS Assay for Identification of Novel General Anesthetics | actives 0.074% (n = 350,000) | Ferritin light chain (Equus caballus), P02791 | Potency, µM (titrated, usually from 77.5 µM), without a hit: at the top dose activity change, negative = displacement, hits mostly inhibitors | apoferritin/1-aminoanthracene competitive binding, fluorescence | AID 485281, 2010; note: potency is the fitted concentration of half-maximal effect; % is set by controls: 0 for no effect and ±100 for the full control effect; nearly all actives have a fitted effect of over 20% in size
Target sequence (P02791 2-175 limits assumed): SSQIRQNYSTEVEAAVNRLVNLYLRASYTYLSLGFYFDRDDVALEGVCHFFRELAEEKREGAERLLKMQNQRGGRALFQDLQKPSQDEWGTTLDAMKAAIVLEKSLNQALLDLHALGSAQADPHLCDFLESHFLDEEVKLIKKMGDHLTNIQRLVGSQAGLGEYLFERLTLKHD
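Concentration-response curves derived by four-parameter Hill fitting of normalized fluorescence, where compounds displaced 1-AMA from 10 uM horse apoferritin following a brief 10 min room-temperature incubation; propofol titration acted as positive control.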
Pol eta inh: qHTS for Inhibitors of Polymerase Eta; DNA polymerase eta (Homo sapiens), Q9Y253; recombinant Pol eta, fluorescent DNA replication assay; Potency, µM (titrated, usually from 114 µM), for the others: top-dose activity change, negative = inhibition, hits mostly inhibitors; actives 1.2% (n = 390,000); note: potency is the fitted concentration of half-maximal effect; % is set by controls: 0 for no effect and ±100 for the full control effect
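Fluorescent replication assay: 50 nM final substrate added after a 15 min room-temperature compound preincubation with 10 nM enzyme. Signal taken at 0 min and again at 10 min.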
RGS4 inhibitor: Inhibitors of Regulator of G Protein Signaling (RGS) 4: qHTS | Regulator of G-protein signaling 4 (Homo sapiens), P49798 | Transcreener GDP fluorescence polarization, RGS4-accelerated GTP hydrolysis | AID 504845, 2011 | actives 0.039% (n = 390,000) | Potency, µM (top dose mostly 114 µM), for inactives: at the top dose activity change, negative = inhibition, most hits filed as inhibitors; note: potency is the fitted concentration of half-maximal effect; % is set by controls: 0 for no effect and ±100 for the full control effect; nearly all actives have a fitted effect of over 75% in size; some results filed as inactive show a strong effect at the top dose
Target sequence (P49798 whole entry, looked up): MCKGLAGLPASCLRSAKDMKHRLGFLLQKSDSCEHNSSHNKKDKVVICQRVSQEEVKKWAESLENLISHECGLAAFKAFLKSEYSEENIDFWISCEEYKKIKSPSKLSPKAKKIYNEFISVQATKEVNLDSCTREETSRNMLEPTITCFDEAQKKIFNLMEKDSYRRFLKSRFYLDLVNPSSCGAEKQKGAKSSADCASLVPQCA
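MLSMR compounds (23 nl, pin-transferred) preincubated 10 min at room temperature with a 500nM (2x) first reagent, then RGS4 at 900nM (2x) plus Transcreener GDP mix added; fluorescence polarization (620/688 nm) read before and after 90 min at 30 °C.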
ERG-DNA inh: qHTS for Small Molecule Inhibitors of the ERG Ets/DNA interaction. actives 0.028% (n = 370,000). Potency, µM (series often up to 76.9 µM), inactives show at the highest dose FP activity, negative = inhibition, actives largely listed as inhibitors. fluorescence polarization, His-ERG Ets domain / labelled DNA; active = well fitted inhibition curve with a large enough effect in the polarisation, with a control signal flat; inconclusive = small, poorly fitted or top-dose-only effect, or effect the other way, or a change in a side signal; inactive = no such curve, though single readings can be large or run the other way; the % refers to the polarisation;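 note: polarization taken with two DNA probes labelled with fluorescein and Texas red; potency is the fitted concentration of half-maximal effect; % of control where 0% means no effect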
Target sequence (P11308 whole entry, looked up, the tested form may be a part): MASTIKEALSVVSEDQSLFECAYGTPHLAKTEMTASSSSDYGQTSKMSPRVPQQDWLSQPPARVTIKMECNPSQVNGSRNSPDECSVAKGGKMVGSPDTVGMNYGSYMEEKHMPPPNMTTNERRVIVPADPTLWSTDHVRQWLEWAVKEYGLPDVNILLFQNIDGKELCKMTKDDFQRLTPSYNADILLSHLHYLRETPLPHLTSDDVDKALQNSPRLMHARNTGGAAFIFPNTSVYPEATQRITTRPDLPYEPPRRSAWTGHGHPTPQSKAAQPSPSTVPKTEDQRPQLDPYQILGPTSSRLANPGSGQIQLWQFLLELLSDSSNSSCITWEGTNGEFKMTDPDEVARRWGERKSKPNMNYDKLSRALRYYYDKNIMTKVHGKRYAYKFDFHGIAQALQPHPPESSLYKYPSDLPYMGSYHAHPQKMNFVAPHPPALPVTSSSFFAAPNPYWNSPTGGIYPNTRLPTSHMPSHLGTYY
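His-tagged ERG Ets domain (1 uM in the protein solution; 300mM KCl, 50mM Tris-HCl, 1mM EDTA, 1mM DTT, pH 7.5) received compound, then a probe mix of 5 nM fluorescein-DNA and 100nM Texas-615-DNA. Fluorescence polarization was read for both dyes.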
APEX1 inh: qHTS Assay for Inhibitors of the Human Apurinic/apyrimidinic Endonuclease 1 (APE1); Potency, µM (top dose mostly 65.8 µM), for inactives: at the top dose activity change, negative = inhibition, hits mostly inhibitors; actives 0.35% (n = 350,000); DNA repair nuclease/redox regulator APEX1 (Homo sapiens), P27695; recombinant APE1, TAMRA/BHQ-2 abasic DNA cleavage fluorescence;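 note: potency is the fitted concentration of half-maximal effect; plate controls were vehicle for no effect and reference inhibitor for full effect; nearly all actives have a fitted effect of over 55% in size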
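Activity was derived from the fluorescence gain between first and third kinetic reads (60 s intervals, ex 525/em 598 nm) after 50 nM THF-abasic TAMRA/BHQ-2 duplex was added to 0.75 nM APE1 preincubated 15 min with compound.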
LDHA block: qHTS assay for inhibitors of human lactate dehydrogenase; L-lactate dehydrogenase A chain (Homo sapiens), P00338; actives 0.15% (n = 480,000); activity change, % (values are at about 110 or 230 µM); AID 1347041, 2019; purified LDHA, NADH/diaphorase-resazurin fluorescence; active compounds read low; in the data active = activity change below about -30%; inconclusive = mostly about -25% to -30%;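 note: plate controls were DMSO wells for no effect and wells without enzyme for full effect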
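Human LDH5 at 2 nM final in Tris HCl pH 7.4 with 0.06 mM NADH and 0.2 mM pyruvate, reacted 5 minutes at room temperature. Remaining NADH coupled via diaphorase/resazurin; resorufin fluorescence read at 0 and 20 minutes, normalized to enzyme-free and DMSO wells.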
Pol beta inh: qHTS Assay for Inhibitors of DNA Polymerase Beta. P06746. Potency, µM (top dose mostly 114 µM), for inactives: top-dose activity change, negative = inhibition, hits mostly inhibitors. actives 1.3% (n = 340,000). Pol beta primer extension/strand displacement, fluorescence kinetic; note: potency is the fitted concentration of half-maximal effect; % is set by controls: 0 for no effect and ±100 for the full control effect
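Preincubation: enzyme (10 nM) with compound, 15 min, RT. Reaction: substrate added to 50 nM final. Reads: 0 and 10 min. Analysis: normalized, Hill fit.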
Starred values were filed as active, the others as inactive; ? = inconclusive; / = no result given; & = joins results of further samples; [ ] = another dose, or the depositor's remark. Unless noted, calls come from the whole dose curve; as a rule, active = well fitted curve in the direction sought with a large enough effect; inconclusive = small, poorly fitted or top-dose-only effect, or another doubt; inactive = no such curve, though single readings can be large; an effect the other way counts as inactive or inconclusive. These rows are one share of the data. The share of hits here may be higher or lower than overall.

Every second line gives: Pol beta inh	ERG-DNA inh	12-LOX inh	RGS4 inhibitor	POLK inh	APEX1 inh	Pol eta inh	Apoferritin bind	LDHA block
Cc1ccccc1OCC(=O)NCc1ccccc1
  14%	-5%	2%	11%	-11%	6%	-5%	-6%	-5
CCn1c(-c2cc3c(C(F)(F)F)nn(C)c3s2)n[nH]c1=S
  26%	-9%	10µM*	-37%	-7%	13%	2%	-13%	-11
CCOc1ccc(S(=O)(=O)N2CCN(Cc3ccco3)CC2)cc1
  11%	1%	8%	-5%	-6%	-18%	-13%	-12%	-2
CN=C(Cc1ccccc1)C1=C(O)CC(C)(C)CC1=O
  0%	-4%	-19%	32%	-11%	-4%	0%	-10%	-1
O=C(COc1ccc(Br)cc1)N1CCN(c2ccccc2)CC1
  -10%	-1%	8%	12%	-9%	-8%	-18%	-17%	1
CC(C)N(C)C(=O)c1ccc(OC2CCN(CCc3ccccc3)CC2)cc1
  1%	10%	10%	-18%	5%	0%	-11%	-14%	-1
Cc1ccccc1Cn1cc(S(=O)(=O)c2ccc(C(C)C)cc2)c(=O)c2cc3c(cc21)OCO3
  /	1%	4%	9%	0%	/	-17%	/	-7
Cc1nn(-c2ccccc2)c(Cl)c1/C=N/NC(=O)CNC(=O)c1ccccc1Cl
  15%	-8%	1%	3%[11.4 µM]	-9%[60.1 µM]	26%	4%	9%	-1
C/C(=N\NC(=O)c1cccc(S(=O)(=O)Nc2ccc(C)cc2C)c1)c1ccncc1
  /	15%	-27%	-44%	-7%	14%	-21%	/	-3
COc1ccc(C(=O)O)cc1S(=O)(=O)N(C)CCc1cccnc1
  -1%	-9%	2%	-30%	-10%	2%	-8%	-8%	-3
COc1ccc([N+](=O)[O-])cc1NC(=O)CSc1nc(C)c(C)c(C)n1
  -4%	-3%	-24%	-5%	-8%	0%	-22%	-10%	2
Cc1ccc(N2CCN(C3=NC(=O)C(Cc4ccccc4)S3)CC2)cc1 (centres undefined)
  34%	-6%	-23%	-21%	2%	17%	?	-9%	-3
Cc1cc(C)nc(NS(=O)(=O)c2ccc(NC(=O)CCC3COc4ccccc4O3)cc2)n1 (centres undefined)
  -25%	-11%	-2%	0%	-8%	-1%	3%	-2%	-4
CC(=O)c1ccc(NC(=O)C2CC(=O)N(Cc3ccccc3)C2)cc1 (centres undefined)
  36%	-6%	-5%	9%	1%	2%	-7%	-16%	-7
Cc1nc(N)sc1-c1csc(N(C)c2ccc(O)cc2)n1
  29%	-7%	?	-30%	-7%	-9%	4%	-23%	13
Clc1ccc2c(c1)NC(c1ccncc1)=NC(c1cccs1)=N2
  -6%	-3%	4%	-1%	-4%	/	-17%	-10%	-8
CCOC(=O)c1ccc(N2C(=O)CC(SCC(N)C(=O)OCC)C2=O)cc1 (centres undefined)
  -20%	-3%	?	14%	-2%	-5%	-2%	-7%	-12
CCCCNC(=O)C1CCN(Cc2nc(-c3ccc(OC)c(OC)c3)oc2C)CC1
  27%	5%	?	-11%	3%	/	-19%	-6%	-2
CCn1nnc2cc(C(=O)Nc3cc(OC)cc(OC)c3)ccc21
  /	7%	8%	-18%	-9%	14%	-15%	/	-2
Cn1cnnc1SCC(=O)Nc1ccc(C#N)cc1
  34%[activator]	-15%	-9%	14%	-4%	/	-15%	7%	-9
CSc1ncccc1C(=O)NC1CC(C)(C)Cc2c1cnn2-c1ccccc1C (centres undefined)
  16%	-4%	0%	8%	2%	15%	-26%	-18%	-3
COc1ccc(C(=O)Nc2ccc(C(=O)OCc3cc(=O)n4nc(C(C)C)sc4n3)cc2)cc1
  11%	1%	-21%	8%	-8%[60.1 µM]	/	-9%	33%[activator]	-1
COc1ccc(N(CC(=O)N2CCc3ccccc3C2)S(C)(=O)=O)cc1Cl
  -28%	-1%	?	-17%	6%	-15%	-16%	-13%	-2
Cc1sc2ncnc(N3CCCCC3C)c2c1C (centres undefined)
  -14%	1%	0%	-6%	-2%	1%	1%	-22%	-4
CC(C)c1ccc(NC(=O)c2ccc3c(c2)C(=O)N(Cc2cccnc2)C3=O)cc1
  ?	11%	?	-22%	2%	-9%	-7%	?	-3
Cn1c(N)c(S(=O)(=O)N2CCCC2)c(=O)n(C)c1=O
  20%	2%	-6%	-4%	-5%	15%	-20%	1%	-4
Cn1c(SCc2ccc(C(C)(C)C)cc2)nnc1C1COc2ccccc2O1 (centres undefined)
  4%	4%	?	7%	0%	9%	-15%	6%	2
COc1ccc(/C=C2\CCCC(C(=O)C(F)(F)F)=C2O)cc1
  9%	2%	?	6%	-2%	-2%	3%	?	-7
O=C(NNc1nc(-c2ccccc2)cs1)c1ccc(F)cc1
  8%	5%	-6%	-15%	-14%	-4%	-10%	-12%	-6
O=C(Cn1ncc2ccsc2c1=O)N1CCN(c2ccccc2F)CC1
  52%	0%	-9%	9%	-2%	/	4%	-7%	-3

Arranged by number of heavy atoms (ascending): some entries from above
Every second line gives: Pol beta inh	ERG-DNA inh	12-LOX inh	RGS4 inhibitor	POLK inh	APEX1 inh	Pol eta inh	Apoferritin bind	LDHA block
Cc1sc2ncnc(N3CCCCC3C)c2c1C (centres undefined)
  -14%	1%	0%	-6%	-2%	1%	1%	-22%	-4
CCOc1ccc(S(=O)(=O)N2CCN(Cc3ccco3)CC2)cc1
  11%	1%	8%	-5%	-6%	-18%	-13%	-12%	-2
Cn1c(SCc2ccc(C(C)(C)C)cc2)nnc1C1COc2ccccc2O1 (centres undefined)
  4%	4%	?	7%	0%	9%	-15%	6%	2

Next section:
Every second line gives: Pol beta inh	ERG-DNA inh	12-LOX inh	RGS4 inhibitor	POLK inh	APEX1 inh	Pol eta inh	Apoferritin bind	LDHA block
COC(=O)CCCC1=CC2=CC(=O)C(C)(OC(=O)c3cccs3)C(=O)C2=CN1CCc1ccccn1 (centres undefined)
  -2%	-16%	?	-44%	-14%	-2%[12.4 µM]	-4%	1%	13
Cc1cccc(C(CC(=O)NCC2(c3ccccc3)CCCC2)c2ccccc2)c1O (centres undefined)
  -1%	12%	?	-10%	-11%	/	-13%	63%[activator]	-7
COc1ccc(C(=O)C2CCN(C(=S)Nc3ccc(F)cc3)CC2)cc1
  3%	3%	-13%	-11%	-13%	0%	-2%	-10%	-5
COc1ccccc1NC(=O)C(C)OC(=O)C1CC(=O)N(c2ccc3c(c2)OCCO3)C1 (centres undefined)
  36%	195%[activator]	-8%	-30%	-1%	12%	-5%	-8%	-11
COCCNC(=O)CCC(=O)NNc1nc2ccccc2c2nc(C)nn12
  -9%&21%	1%&4%	-7%&0%	-15%&20%	-34%&-3%	5%	-13%&-10%	-2%&-19%	0&3
O=S(=O)(NCc1csc(-c2cccnc2)n1)c1cccs1
  1%	3%	21%	-41%	0%	-8%	-21%	-6%	1
Cc1cc([N+](=O)[O-])ccc1N=Nc1c(N)[nH]n(-c2ccccc2)c1=O
  ?	-4%	-26%	-36%	-6%	-5%	?	-12%	11
Cc1ccc(C)c(Cn2c3ccccc3c3cnn(CC(=O)NCc4ccccc4)c(=O)c32)c1
  18%	4%	-25%	-15%	-2%	/	0%	-7%	4
COc1ccc(-c2cc(C(=O)N3CCCC3)no2)cc1
  -1%	-5%	17%	-20%	9%	78%[activator][12.4 µM]	-9%	1%	-3
CNC(=O)C1=C(C)NC(=S)NC1c1cccs1 (centres undefined)
  -27%	-3%	-5%	-12%	10%	-4%	-18%	0%	-6
COc1cc([N+](=O)[O-])ccc1NC(=S)Nc1cccc(C(=O)O)c1
  0%	-9%	?	-42%	-23%	5%	-10%	-2%	-3
NC(=O)C1CCN(C(=O)CN(C2CCCCC2)S(=O)(=O)c2ccc(F)cc2)CC1
  -2%	1%	-17%	-11%	-13%	58%[activator]	-9%	6%	-1
CC(CNC(=O)CCC(=O)N1CCOc2ccccc21)c1ccccc1 (centres undefined)
  1%	5%	9%	3%	-16%	26%	-6%	-14%	-10
O=C(c1cccs1)N1CCCc2cc(NS(=O)(=O)c3cc(F)ccc3F)ccc21
  -5%	2%	-1%	6%	-13%[60.1 µM]	/	-17%	-18%	-3
N=c1n(CCN2CCOCC2)c2ccccc2n1CC(=O)c1ccc(Cl)c(Cl)c1
  ?	1%	?	33%	-25%	1%	-17%	-17%	-12
Cc1csc2c(C#N)c(=O)c3c(n12)CCC3
  14%	/	0%	-10%	-1%	7%	11%	-7%	-6
COC(=O)c1cc2c(C(F)(F)F)nn(C)c2s1
  -20%	-6%	163%[activator]	35%	-15%	-1%	3%	-3%	-7
NC(=O)CN(C/C=C/c1ccccc1)C/C=C/c1ccccc1
  9%	-11%	?	-3%	-4%	4%	-1%	-10%	-17
